# Screening results from PubChem BioAssay.
# Rin1 Abl inh = inhibitors of Rin1-Abl protein binding, primary screen, biochemical, TR-FRET | Tyrosine-protein kinase ABL1 (Homo sapiens) + Ras and Rab interactor 1 (Homo sapiens), … | inhibition, % at 7.35 µM | 0.4% of 360,000 active | AID 588664, 2011; in the data active means inhibition above about 5%, passing the limit was not always enough
# SKN-1 inh = suppressors of acrylamide-induced Pgst-4::GFP reporter in worms, primary screen, SKN-1 inhibitor project, whole organism, uHTS, GFP/RFP fluorescence ratio, strain VP596; C. elegans VP596 Pgst-4::GFP/RFP ratio, 24 h; inhibition, % at 21.8 µM; 0.49% of 360,000 active;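 active means interference check ratio from 0.5 to 1.5 plus GFP to RFP signal ratio inhibition reaching or exceeding a fixed threshold, cut at about 30% in these data, passing the limit was not always enough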; further: some compounds called inactive have numbers as strong as hits
# Neddyl block = inhibitors of cullin neddylation, primary screen, biochemical, TR-FRET, uHTS, NAE and Ubc12; 0.58% of 360,000 active; NEDD8-conjugating enzyme Ubc12 (Homo sapiens) + NEDD8-activating enzyme E1 regulatory …; calls only at 25 µM; AID 651699, 2012; in the data active means inhibition above about 36%
# FAS-TE inh = FAS thioesterase domain inhibitors, primary screen, biochemical, fluorescence intensity, uHTS | Fatty acid synthase (Homo sapiens), P49327 | recombinant FAS-TE, OMFH fluorogenic substrate, fluorescence endpoint | inhibition, % at 15 µM | 0.67% of 360,000 active | AID 602261, 2012;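 active means compounds whose normalised, plate-corrected inhibition of enzyme fluorescence in the single-dose primary screen is 50% or more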;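 further: 0% = DMSO with enzyme and 100% = substrate without enzyme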
# MT1-MMP act inh = blockers of MT1-MMP proenzyme processing, primary screen, HT1080 RFP-PRO-GFP cells, GFP/RFP fluorescence; AID 651647, 2012; GFP/RFP ratio change, % at 20 µM; GFP/RFP ratio fluorescence, overnight; percent of plate control window, DMSO zero; Matrix metalloproteinase-14 (Homo sapiens), P50281; 0.061% of 360,000 active;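 active means GFP/RFP ratio change of at least 30% with cell ATP level not reduced by more than half and red fluorescence within 50% of control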; further: strong numbers were not always called active
#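 Assay system: RFP-PRO-GFP reporter HT1080 cells; read-out basis: GFP/RFP fluorescence ratio; benchmarks: DMSO wells and RFP-L50D-GFP cells; doses: 20 µM single dose, 1% DMSO; schedule: overnight cell settling, then overnight compound exposure, 37 °C, 5% CO2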
# NRP1-CendR mod = modulators of CendR peptide binding to NRP-1, primary screen, biochemical, fluorescence polarization, uHTS | FAM-RPARPAR peptide binding to NRP-1 | inhibition, % at 25 µM | 0.85% of 360,000 active;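 active means inhibition or corrected inhibition above about 18%, plus a signal ratio from 0.5 to 1.5, limit read from the data, passing the limit was not always enough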; further: strong numbers were not always called active
# eLon inh = inhibitors of E. coli Lon protease, primary screen, biochemical, fluorescence polarization. purified E. coli Lon protease. 0.42% of 360,000 active. P0A9M0. inhibition, % at 7.94 µM; in the data active means inhibition above about 13%, passing the limit was not always enough;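 further: 0% = enzyme with probe and DMSO and 100% = no enzyme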
# Target sequence (P0A9M0 whole entry, looked up): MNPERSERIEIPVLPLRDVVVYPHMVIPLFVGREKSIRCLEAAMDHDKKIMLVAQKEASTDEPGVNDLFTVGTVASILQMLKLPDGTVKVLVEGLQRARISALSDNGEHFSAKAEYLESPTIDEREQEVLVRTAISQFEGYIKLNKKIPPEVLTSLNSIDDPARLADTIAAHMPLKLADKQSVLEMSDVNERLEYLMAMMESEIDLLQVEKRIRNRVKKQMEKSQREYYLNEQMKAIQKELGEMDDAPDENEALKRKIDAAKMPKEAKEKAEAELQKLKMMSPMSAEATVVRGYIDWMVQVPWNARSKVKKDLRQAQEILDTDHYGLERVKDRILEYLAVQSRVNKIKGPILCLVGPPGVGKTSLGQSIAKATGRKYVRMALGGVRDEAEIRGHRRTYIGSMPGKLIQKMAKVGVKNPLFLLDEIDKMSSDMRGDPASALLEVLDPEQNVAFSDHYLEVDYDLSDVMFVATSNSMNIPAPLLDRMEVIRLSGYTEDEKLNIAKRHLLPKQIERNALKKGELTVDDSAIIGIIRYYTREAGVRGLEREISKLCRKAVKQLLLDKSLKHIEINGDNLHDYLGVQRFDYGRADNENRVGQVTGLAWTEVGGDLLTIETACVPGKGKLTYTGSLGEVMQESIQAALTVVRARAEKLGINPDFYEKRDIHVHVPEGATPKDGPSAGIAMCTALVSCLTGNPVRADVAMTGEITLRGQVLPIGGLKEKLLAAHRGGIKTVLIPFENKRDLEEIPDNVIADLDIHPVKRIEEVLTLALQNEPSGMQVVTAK
# PABP1 MLLE inh = inhibitors of PABP1 MLLE–PAM2 peptide binding, primary screen, biochemical, fluorescence polarization, FITC-PAM2, GST-MLLE; AID 588489, 2011; 0.36% of 360,000 active; inhibition, % at 20 µM; in the data active means inhibition above about 35%, passing the limit was not always enough;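 further: plate controls were DMSO wells with GST-MLLE for no effect and wells lacking GST-MLLE protein for full effect; some results filed as inactive read as strong as hits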
# bovine MsrA act = bovine MsrA enzyme activators, primary screen, biochemical, absorbance, HTS; Methionine sulfoxide reductase A (Bos taurus); purified bovine MsrA, absorbance read-out; activation, % at 10.6 µM; 0.3% of 360,000 active; AID 602163, 2012; in the data active means activation above about 7.5%;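 further: 0% = vehicle and 100% = reference activator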
# An asterisk follows results filed as active; i = inactive; nt = not tested or not shown. Hits appear at their usual frequency; 4% or so of the library scored in one or more.
SMILES,Rin1 Abl inh,SKN-1 inh,Neddyl block,FAS-TE inh,MT1-MMP act inh,NRP1-CendR mod,eLon inh,PABP1 MLLE inh,bovine MsrA act
COc1ccc(CCN2C(=O)CC(N3CCOCC3)C2=O)cc1 (stereo not drawn),2,8,i,-6,-2,-2,-6,4,0
N#Cc1ccccc1NC(=O)CSc1nnc(-c2ccccc2)n1-c1ccccc1,0,3,i,1,-6,9,-4,-19,-16
O=C(CC(=O)Nc1ccc(F)cc1F)Nc1ccc(F)cc1F,-1,-8,i,-3,2,-6,-3,-1,-2
COc1ccc2c(c1OC)C(=O)N(c1ccc(O)cc1)C2,4,5,i,-3,3,0,3,-2,1
CO/C([O-])=N/c1c[n+](-c2ccc(C)cc2)no1,-3,-21,i,-6,3,3,-8,11,-3
O=C(Nc1ccc(F)cc1)/C(Cl)=C/c1ccccc1,0,17,i,17,0,7,1,-2,-4
Cc1ccc(NCc2nnc3n2CCCCC3)cc1,5,0,i,-9,5,10,8,-8,-13
COc1ccc(CN(C)C(=O)Cc2ccc(OC)c(S(=O)(=O)N3CCOCC3)c2)cc1,0,7,i,-6,-2,9,-1,7,-1
CCn1cnc2sc(C(=O)Oc3ccc(Br)cc3)c(C)c2c1=O,0,6,i,6,0,6,-5,0,-3
O=C(COC(=O)CNC(=O)c1ccccc1)NC1CCCCC1,-1,6,i,-7,2,-2,6,-9,2
CCCCC(=O)N(C)c1c(CC)nc2c(OCC(N)=O)cccn12,-1,21,i,-8,0,-6,-13,-10,-1
CC(=O)Nc1ccc2c(CSc3nncs3)cc(=O)oc2c1,-10,-9,i,-8,-1,-8,-2,-3,-2
CCC(=O)Nc1ccc(Cl)c(-c2nc3ncccc3o2)c1,-1,6,i,-3,4,-4,-10,15,0
COCCn1c(SCC(=O)Nc2cc(Cl)ccc2OC)nc2c(c1=O)SC(C)C2 (stereo not drawn),-1,-3,i,20,1,10,-2,14,-3
O=C(Nc1ccc(C(=O)N2CCOCC2)cc1)Nc1ccc(Cl)cc1Cl,1,1,i,2,-2,6,-2,7,1
c1ccc(CSc2ccc(-c3ccccn3)nn2)nc1,-8,-1,i,-9,4,-8,-13,8,0
O=C(NC(=S)Nc1ccc([N+](=O)[O-])cc1O)C1CCCCC1,-1,8,i,14,-2,18,16*,32,-8
COc1cccc(OC)c1C(=O)O/N=C(\N)c1ccncc1,1,1,i,-6,3,-4,5,-14,-2
CCCC(=O)Nc1ccc(C(=O)/C=C/c2ccc(SC)cc2)cc1,1,6,i,16,0,11,-6,-11,-1
COc1ccc(C2CC(c3ccc(Br)cc3)=NN2C(=O)c2cccnc2)cc1 (stereo not drawn),-4,6,i,26,-13,6,0,11,-2
CCN(C(=O)Cn1ccc(C(F)(F)F)n1)c1c(N)n(Cc2ccccc2)c(=O)[nH]c1=O,0,4,i,-8,-1,3,-1,9,0
CCOCCc1nnc(NC(=O)Cc2ccccc2)s1,0,-34,i,-15,16,-9,-8,-7,-9
CCNC(=S)NCc1ccco1,1,3,i,-10,-2,-13,-11,-32,-2
Cc1noc(C)c1CCC(=O)O,0,4,i,-7,1,11,-8,-18,-5
Clc1ccc(N2CCN(c3ncnc4c3oc3ccccc34)CC2)cc1,-2,5,i,0,-5,-9,-6,2,-2
O=C(Cn1ccc2ccccc2c1=O)NCC(=O)Nc1ccc(F)cc1F,-1,-11,i,-6,2,8,-1,4,-2
CCOC(=O)c1ccc(NC(=O)COc2ccc(S(=O)(=O)N3CCCC3)cc2)cc1,3,7,i,12,8,6,6,-2,-2
CCOC(=O)C1=C(C)N(C)C(=S)NC1c1ccccc1Cl (stereo not drawn),-4,5,i,2,-4,-3,-3,-58,-4
COc1ccc(NC(=O)C2C3C=CC(C3)C2C(=O)NCc2ccco2)c(OC)c1 (stereo not drawn),2,-6,i,-3,-2,6,-9,5,-6
NC(=O)c1cccc(-c2ccnc3c2CC(C(=O)NCc2ccc(F)c(F)c2)O3)c1 (stereo not drawn),2,8,i,3,0,-8,-6,-1,-5
CC(C)(C)c1cc(CN2CCCC(O)C2)c(O)c(C(C)(C)C)c1 (stereo not drawn),1,-3,i,13,0,-8,-4,-1,-2
O=C(OCC(=O)C12CC3CC(CC(C3)C1)C2)c1cnccn1,5,-16,i,-1,nt,-10,9,-3,-13
CCC(=O)Nc1nc(OC)cc(OC)n1,-4,-2,i,-6,1,3,2,-13,-7
Brc1ccccc1-c1nnc(COc2cccc3cccnc23)o1,-1,7,i,-1,-6,8,-4,-11,-6
Cc1ccc(-c2csc(NC3OC(=O)c4ccccc43)n2)cc1 (stereo not drawn),3,4,i,-3,-5,6,-6,-1,-5
CCCCCC(=O)NC(NC(=S)N1CCOCC1)C(Cl)(Cl)Cl (stereo not drawn),6,1,i,-2,1,-3,-3,-26,-5
[O-][n+]1onc2c1CCc1c-2nc(-c2ccccc2)n1OCc1ccccc1,-1,11,i,5,6,11,-2,-5,2
Cc1ccc(CNC(=O)COC(=O)CCC(=O)c2cccs2)cc1,1,-1,i,1,1,7,-1,-4,-2
O=C(c1ccc2ccccc2n1)N(CCO)Cc1ccccc1,-3,-1,i,-8,-1,14,-2,17,-1
Nc1cc(C(F)(F)F)ccc1C(=O)O,2,6,nt,-2,-2,12,0,0,-2

# Reprinted at random: two records from the list
SMILES,Rin1 Abl inh,SKN-1 inh,Neddyl block,FAS-TE inh,MT1-MMP act inh,NRP1-CendR mod,eLon inh,PABP1 MLLE inh,bovine MsrA act
Nc1cc(C(F)(F)F)ccc1C(=O)O,2,6,nt,-2,-2,12,0,0,-2
O=C(OCC(=O)C12CC3CC(CC(C3)C1)C2)c1cnccn1,5,-16,i,-1,nt,-10,9,-3,-13

# An excerpt from above in order of molar mass, smallest number first:
SMILES,Rin1 Abl inh,SKN-1 inh,Neddyl block,FAS-TE inh,MT1-MMP act inh,NRP1-CendR mod,eLon inh,PABP1 MLLE inh,bovine MsrA act
COc1ccc2c(c1OC)C(=O)N(c1ccc(O)cc1)C2,4,5,i,-3,3,0,3,-2,1
CCOC(=O)C1=C(C)N(C)C(=S)NC1c1ccccc1Cl (stereo not drawn),-4,5,i,2,-4,-3,-3,-58,-4
CC(=O)Nc1ccc2c(CSc3nncs3)cc(=O)oc2c1,-10,-9,i,-8,-1,-8,-2,-3,-2

# Later entries.
SMILES,Rin1 Abl inh,SKN-1 inh,Neddyl block,FAS-TE inh,MT1-MMP act inh,NRP1-CendR mod,eLon inh,PABP1 MLLE inh,bovine MsrA act
Cc1ccc(NC(=O)Cn2nnc(C(=O)NCc3ccccc3)c2N)cc1C,-1,-3,i,-3,4,-11,-7,-2,1
Cc1ccc(S(=O)(=O)c2c(C)nn(C(C)(C)C)c2OC(=O)c2ccco2)cc1,3,-34,i,6,-4,2,-1,0,-9
Cc1ccc(C(C[N+](=O)[O-])Sc2ccc(N)cc2)cc1 (stereo not drawn),-2,-6,i,0,3,-5,7,35,-2
CCOc1ccc(C(C(=O)NCCC(C)C)N(CCO)C(=O)c2snc(C(N)=O)c2N)cc1 (stereo not drawn),0,12,nt,-2,2,1,1,-6,-2
CC1CN(C(=O)CCC(=O)NCc2ccc(Cl)cc2)c2ccccc2O1 (stereo not drawn),-3,5,i,12,3,6,0,-3,-4
Cc1coc2c(C)c3oc(=O)c(CCC(=O)NCCCN4CCOCC4)c(C)c3cc12,1,-1,nt,-2,10,-1,-2,8,-2
CCOC(=O)c1ccc(S(=O)(=O)N2CCN(C(=O)c3cc4ccccc4o3)CC2)cc1,4,8,i,-8,6,-9,3,-11,-2
Cc1nc2cc(NCc3cccs3)ccc2n1C,2,6,i,-2,6,10,2,3,2
Cc1cc(C)cc(C(=O)NC(CC(N)=O)c2ccc(NCCN3CCOCC3)c([N+](=O)[O-])c2)c1 (stereo not drawn),-1,-5,i,5,5,6,10,-1,-9
c1cc(CNCCN2CCNCC2)ccn1,3,-9,i,-12,2,-42,3,11,-6
C=CCn1c(SCC(N)=O)nc2sc3c(c2c1=O)CCC3,1,-5,i,3,2,6,-11,-88,-3
N#C/C(=C\c1ccccc1OCc1ccc(C(=O)O)cc1)c1ccccc1,3,-5,i,0,8,0,-3,-2,-7
CC(C)(C)c1ccc(C(=O)NNC(=O)c2cccc(Br)c2)cc1,1,8,i,2,0,-24,6,-1,-2
CCOCCCNC(=S)N1CCC(C(=O)c2ccc(C)cc2)CC1,1,-9,i,-4,nt,0,7,-118,-14
CCC(c1nnnn1C1CCCCC1)N1CCN(C(=O)c2ccco2)CC1 (stereo not drawn),-1,8,i,-7,2,2,-1,11,-1
CC(=O)c1cccc(OCc2cc(C(=O)N3CCSCC3)no2)c1,0,15,i,-3,-2,16,-2,-8,2
CCOC(=O)NC(Nc1ccc(OC)cc1)(C(F)(F)F)C(F)(F)F,-2,1,i,-12,5,0,-3,18,0
CC(=O)N1c2c(cc(Br)cc2S(=O)(=O)Nc2c(C)n(C)n(-c3ccccc3)c2=O)CC1C (stereo not drawn),4,18,i,-6,-2,6,4,-10,0
COc1ccc(/C=N/n2c(=O)[nH]c3c([nH]c4ccc(Cl)cc43)c2=O)cc1CN1CCCCC1,-3,4,i,-7,1,-4,3,2,-3
Clc1ncnc2scc(-c3ccc(Br)cc3)c12,-1,9,i,28,0,-7,-5,-8,-1
CCCCn1nnnc1C(c1ccc(OC)cc1)N1CCN(C/C=C/c2ccccc2)CC1 (stereo not drawn),-3,1,i,16,3,14,2,0,5
Cc1ccc(-c2cc(-c3ccc4c(c3)OCO4)c(C#N)c(N)n2)o1,0,19,i,13,-18,-22,-8,-8,-3
COc1ccc(CN2C[C@@H](CO)O[C@@H](n3cnc4c(NCCN(C)C)ncnc43)C2)cc1,-2,7,i,-2,-1,1,0,1,-9
N#Cc1ccc(OCc2ccc(C(=O)O)o2)cc1,4,-8,i,-10,2,6,3,2,-6
Cc1cc(C)c2cc3c(ccn3C3OC[C@H](O)[C@H](O)[C@H]3O)cc2n1 (stereo partly drawn),-6,8,i,-1,-6,-3,14,49*,-5
COc1cc(/C=C2/SC(=S)NC2=O)ccc1OS(=O)(=O)c1ccc(C)cc1,-1,3,i,57*,-11,-79,-18,-1,-10
O=C(OCc1c(Cl)cccc1Cl)c1ccncc1,-1,-6,i,4,-3,8,-6,-17,-3
Cc1cccn2c(=O)c3cc(C(=O)NCc4ccco4)c(=N)n(C4CCCCC4)c3nc12,-7,6,nt,1,-1,-5,-3,-25,7
CCCNc1nc2c(c(=O)[nH]c(=O)n2C)n1CCOc1ccccc1,1,-5,i,1,3,6,-2,1,-3
CCOC(=O)c1c(C)cc(C)n2c1nc1ccccc12,2,40*,nt,-2,10,-11,-4,10,-5
COc1ccc(OC)c(NC(=O)c2nc3ccccc3s2)c1,-1,6,i,15,-1,11,-7,-9,-6
Cc1ccc(NC(=O)c2ccc(NCCN)c([N+](=O)[O-])c2)cc1,-3,6,i,-12,8,-18,0,-2,-4
COC(C[C@H]1O[C@H]1C(=O)[C@@H](C)OCc1ccccc1)OC,0,3,i,-10,1,10,-8,6,-1
CCOP(=O)(OCC)C(NC(=O)Nc1ccc(C)cc1)C(N)=O (stereo not drawn),2,3,i,-2,1,4,-10,-17,-1
S=C(NC1CC1)N1CCCc2ccccc21,3,11,i,-4,0,6,-1,-25,-2
COc1ccc(C(=O)N2CCCC(CO)(Cc3ccccc3C)C2)o1 (stereo not drawn),0,12,i,0,-9,18,4,5,-2
